Bioassay records: PubChem BioAssay, National Center for Advancing Translational Sciences (NCATS)
IL-1B inflam inh: blocks inflammasome-driven IL-1 beta release; THP-1 LPS/ATP IL-1B secretion, AlphaLISA, 16 h; stronger effect = lower value; activity change, % at 57.5 µM; 360,000 tested, 4.7% active; AID 743279; in the data active = activity change below about -50%; inconclusive = mostly about -30% to -49%; note: % is set by controls: 0 for no effect and ±100 for the full control effect
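Secreted IL-1B measured by AlphaLISA bead assay after 16 h compound exposure of THP-1 cells; compounds (final up to 57.5 uM) added 1 h before LPS (250 ng/mL) and ATP (1.25 mM) stimulation; lower signal means less secretion.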
HT1080 IDH1KD tx: HT-1080 IDH1 knockdown cell toxicity (counter line); Potency, µM (series often up to 46.1 µM), inactives show top-dose activity, negative = toxicity, actives largely listed as cytotoxic; 360,000 tested, 2% active; HT-1080 IDH1 knockdown viability, ATP luminescence, 48 h;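 note: potency is the fitted concentration of half-maximal effect; 0% = DMSO wells and -100% = cell-free medium wells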
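Luminescent ATP read-out (CellTiter-Glo, 10 min at room temperature) after 48 h compound exposure at 37 °C gave viability of IDH1-knockdown HT-1080 cells. Activity was normalised to DMSO and cell-free wells, then fitted as concentration-response curves.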
GLP1R ag: activates the human GLP-1 receptor; AID 624172; P43220; Potency, µM (highest dose often 45.6 µM), inactives show top-dose activation, most hits filed as activators; HEK293 GLP-1R CRE-luciferase, luminescence, 4-6 h; cells express a hypersensitive GLP-1R form; 380,000 tested, 0.007% active; note: potency is the fitted concentration of half-maximal effect; % of control where 0% means no effect
Target sequence (P43220 whole entry, looked up): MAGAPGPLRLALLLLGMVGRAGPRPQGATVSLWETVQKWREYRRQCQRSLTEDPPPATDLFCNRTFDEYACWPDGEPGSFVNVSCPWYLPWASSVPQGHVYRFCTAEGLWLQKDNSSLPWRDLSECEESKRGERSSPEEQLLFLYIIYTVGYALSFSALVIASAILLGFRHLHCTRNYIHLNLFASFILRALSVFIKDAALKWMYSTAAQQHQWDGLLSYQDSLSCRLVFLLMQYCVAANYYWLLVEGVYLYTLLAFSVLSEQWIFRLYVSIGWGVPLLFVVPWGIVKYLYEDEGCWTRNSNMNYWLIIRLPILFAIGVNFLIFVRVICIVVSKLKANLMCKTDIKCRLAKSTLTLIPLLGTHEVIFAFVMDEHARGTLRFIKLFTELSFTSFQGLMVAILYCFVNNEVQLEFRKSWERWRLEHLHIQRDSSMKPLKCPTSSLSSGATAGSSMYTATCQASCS
KB-V1 cytotox: kills drug-selected multidrug resistant KB-V1 cells | KB-V1 MDR cells viability, CellTiter-Glo, 72 h | Potency, µM (titrated, usually from 46.1 µM), for inactives: top-dose activity change, negative = cytotoxicity, usual class: cytotoxic | 400,000 tested, 3.4% active | AID 1347076; note: potency is the fitted concentration of half-maximal effect; % is set by controls: 0 for no effect and ±100 for the full control effect; nearly all actives have a fitted effect of over 60% in size
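Compound-treated KB-V1 multidrug-resistant cells, 72 h, 37 degrees C; viability by CellTiter-Glo. Fitted qHTS curves give the values.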
SW480 rereplic: DNA re-replication induction in SW480 cells; 340,000 tested, 1.8% active; AID 624297; Potency, µM (doses to about 46.1 µM), without a hit: at the highest dose re-replication activation, actives largely listed as activators; SW480 DNA re-replication, Hoechst DNA content imaging, 48 h; note: potency is the fitted concentration of half-maximal effect; % of control where 0% means no effect; nearly all actives have a fitted effect of over 55% in size
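Readout is total intensity of Hoechst-stained nuclei, excited at 405 nm and collected at 500-530 nm. Compound treatment lasted 48 hr at 37 C in 5% CO2 before staining.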
DRD3 agonist: D3 dopamine receptor (human) agonism. 410,000 tested, 0.58% active. AID 652048. max activation, %. P35462. D3R DiscoveRx beta-arrestin cells, luminescence, 90 min; in the data active = max activation above about 30%; note: 0% is about no effect; mostly tested at two doses, the higher about 12 µM
Target sequence (P35462 whole entry, looked up): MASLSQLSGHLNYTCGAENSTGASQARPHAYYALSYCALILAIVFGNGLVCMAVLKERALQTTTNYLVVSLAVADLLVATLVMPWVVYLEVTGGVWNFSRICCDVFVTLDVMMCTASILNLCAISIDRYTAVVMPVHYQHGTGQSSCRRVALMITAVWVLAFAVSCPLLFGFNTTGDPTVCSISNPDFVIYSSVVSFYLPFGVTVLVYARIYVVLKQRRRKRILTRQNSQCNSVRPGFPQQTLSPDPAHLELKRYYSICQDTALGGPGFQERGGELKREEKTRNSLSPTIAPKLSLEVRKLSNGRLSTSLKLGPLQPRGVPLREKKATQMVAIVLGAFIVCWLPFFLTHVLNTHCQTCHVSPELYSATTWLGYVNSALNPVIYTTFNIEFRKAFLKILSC
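Agonist-mode cell screen: cells plated at 1500/well and incubated overnight at 37 °C, then exposed to library compounds for 90 min at 37 °C. Detection reagent was added for 30–60 min at room temperature, and luminescence was read.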
HT1080NT lethal: kills 2HG-producing HT-1080-NT fibrosarcoma cells | HT-1080-NT fibrosarcoma viability, CellTiter-Glo ATP luminescence, 48 h | Potency, µM (top dose mostly 46.1 µM), for inactives: top-dose activity, negative = less viability, most hits filed as cytotoxic | 360,000 tested, 1.6% active | AID 686970;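 note: NT is the 2HG producing partner of a matched IDH1 knockdown line; potency is the fitted concentration of half-maximal effect; 0% = DMSO-treated cells and -100% = media-only wells without cells; nearly all actives have a fitted effect of over 55% in size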
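Read-out is CellTiter-Glo luminescence after 10 minutes at room temperature, following 48 hours' compound treatment of HT-1080-NT cells (750 cells/well, RPMI, 5% FBS, 37 degrees C).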
DRD3 antagonist: D3 dopamine receptor (human) antagonism; P35462; D3R cells, DiscoveRx beta-arrestin luminescence, antagonist mode; stronger effect = lower value; max response, negative = inhibition, %; 360,000 tested, 2.5% active; in the data active = max response below about -50%; inconclusive = no clear call, values can overlap the other calls; note: % is set by controls: 0 for no effect and ±100 for the full control effect; mostly tested at two doses, the higher about 12 µM
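Cells plated overnight at 1500 cells/well, then exposed to library compounds with dopamine controls for 90 minutes at 37 degrees C. DiscoveRx reagent added for 30–60 minutes at room temperature; luminescence read, quantitative HTS format.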
KB-3-1 tox: kills parental KB-3-1 adenocarcinoma cells | Potency, µM (top dose mostly 46.1 µM), for the others: at the top dose activity change, negative = cytotoxic, actives largely listed as cytotoxic | KB-3-1 viability, CellTiter-Glo ATP luminescence, 72 h | 400,000 tested, 1.4% active; note: potency is the fitted concentration of half-maximal effect; % is set by controls: 0 for no effect and ±100 for the full control effect; nearly all actives have a fitted effect of over 60% in size
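Luminescent ATP read-out (CellTiter-Glo) measures survival of drug-naive KB-3-1 cells after 72 h compound exposure at 37 °C. Titration series was screened from lowest to highest concentration, with DMSO vehicle plates as background controls.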
* = called active by the depositor; & = joins results of further samples; [ ] = remark or other dose. Unless noted, calls come from the whole dose curve; as a rule, active = well fitted curve in the direction sought with a large enough effect; inconclusive = small, poorly fitted or top-dose-only effect, or another doubt; inactive = no such curve, though single readings can be large; an effect the other way counts as inactive or inconclusive.

Screening COC(=O)c1[nH]c2ccccc2c1NC(=O)c1ccccc1[N+](=O)[O-] returned IL-1B inflam inh 7, HT1080 IDH1KD tx 1%, GLP1R ag -12%, KB-V1 cytotox -18%, SW480 rereplic -2%, DRD3 agonist 3, HT1080NT lethal 5%, DRD3 antagonist -10 and KB-3-1 tox inconclusive.
For COc1ccccc1N1CCN(CCN(C(=O)c2ccc(F)cc2)c2ccccn2)CC1 the results were IL-1B inflam inh 11, HT1080 IDH1KD tx -5%, GLP1R ag -4%, KB-V1 cytotox -30%, SW480 rereplic 24%, DRD3 agonist -91, HT1080NT lethal 21%, DRD3 antagonist -116* and KB-3-1 tox 0%.
Cn1c(=O)n(C)c2cc(C(=O)Nc3ccc4c(c3)OCO4)ccc21 was read as IL-1B inflam inh inconclusive, HT1080 IDH1KD tx inconclusive, GLP1R ag 7%, KB-V1 cytotox inconclusive, SW480 rereplic -2%[9.22 µM], DRD3 agonist 0, HT1080NT lethal -26%, DRD3 antagonist -18 and KB-3-1 tox inconclusive.
For CCOC(=O)Cn1ccc(O)c(Cc2ccc(Cl)cc2Cl)c1=O the results were IL-1B inflam inh 11, HT1080 IDH1KD tx 11%, GLP1R ag -7%, KB-V1 cytotox -7%, SW480 rereplic 1%, DRD3 agonist -1, HT1080NT lethal 12%, DRD3 antagonist 0 and KB-3-1 tox 10%.
For COc1ccc(NC(=O)CSc2nnc(-c3ccncc3)o2)c(OC)c1 the results were IL-1B inflam inh 0, HT1080 IDH1KD tx 6%, GLP1R ag 0%, KB-V1 cytotox 24%, SW480 rereplic -88%[inhibitor], DRD3 agonist 3, HT1080NT lethal 38%, DRD3 antagonist 4 and KB-3-1 tox -1%.
For O=C1CC(N2CCN(c3ccccc3)CC2)C(=O)N1c1cccc(Br)c1 (configuration not stated) the results were IL-1B inflam inh 12, HT1080 IDH1KD tx 0%, GLP1R ag 8%, KB-V1 cytotox 0%, SW480 rereplic 7%, DRD3 agonist 7, HT1080NT lethal 3%, DRD3 antagonist 11 and KB-3-1 tox 11%.
For O=S(=O)(Nc1ccc(F)cc1)c1ccc(NC(=S)Nc2ccccc2)cc1 the results were IL-1B inflam inh inconclusive, HT1080 IDH1KD tx -5%, GLP1R ag 6%, KB-V1 cytotox -14%, SW480 rereplic 4%, DRD3 agonist -12, HT1080NT lethal -2%, DRD3 antagonist 11 and KB-3-1 tox -5%.
For COC(=O)Nc1ccc(S(=O)(=O)Nc2cccc3ccccc23)cc1 the results were IL-1B inflam inh 13, HT1080 IDH1KD tx -18%, GLP1R ag 2%, KB-V1 cytotox 15µM*, SW480 rereplic inconclusive, DRD3 agonist 2, HT1080NT lethal -23%, DRD3 antagonist 7 and KB-3-1 tox inconclusive.
COC(=O)C1CCN(c2nc3ccccc3nc2C(C#N)C(=O)NCCc2ccccc2)CC1 (configuration not stated) was read as IL-1B inflam inh 18, HT1080 IDH1KD tx -4%, GLP1R ag -3%, KB-V1 cytotox 1%, SW480 rereplic 16%, DRD3 agonist -8, HT1080NT lethal -10%, DRD3 antagonist 31 and KB-3-1 tox 1%.
`Cn1c(NC(=O)CCc2ccccc2)cc(=O)n(C)c1=O` gave IL-1B inflam inh -12, HT1080 IDH1KD tx -9%, GLP1R ag 9%, KB-V1 cytotox 9%, SW480 rereplic 0%, DRD3 agonist -10, HT1080NT lethal -8%, DRD3 antagonist -18 and KB-3-1 tox 0%.
COc1c(O)ccc(C2NC(=O)NC(C)=C2C(=O)Nc2ccccc2C)c1[N+](=O)[O-] (configuration not stated) was read as IL-1B inflam inh 1, HT1080 IDH1KD tx -1%, GLP1R ag 4%, KB-V1 cytotox 3%, SW480 rereplic -1%, DRD3 agonist -1, HT1080NT lethal 3%, DRD3 antagonist 9 and KB-3-1 tox 6%.
Screening COc1ccc(CC(C)CC(=O)Nc2ccc(OC)cc2)cc1 (configuration not stated) returned IL-1B inflam inh -8, HT1080 IDH1KD tx -6%, GLP1R ag 4%, KB-V1 cytotox -13%, SW480 rereplic -5%, DRD3 agonist -1, HT1080NT lethal -3%, DRD3 antagonist 0 and KB-3-1 tox 5%.
`CCn1c(=O)c2ccccc2n(Cc2cccc([N+](=O)[O-])c2)c1=O` gave IL-1B inflam inh -50*, HT1080 IDH1KD tx -4%, GLP1R ag 13%, KB-V1 cytotox -17%, SW480 rereplic -2%, DRD3 agonist 10, HT1080NT lethal -4%, DRD3 antagonist inconclusive and KB-3-1 tox -6%.
Cc1ccc(NC(=O)CCC(=O)N2CCOc3ccccc32)c(Cl)c1 was read as IL-1B inflam inh -3, HT1080 IDH1KD tx 6%, GLP1R ag -6%, KB-V1 cytotox -1%&12%, SW480 rereplic -2%, DRD3 agonist -8&-13, HT1080NT lethal -1%, DRD3 antagonist 10 and KB-3-1 tox 13%&6%.
Cc1nc(N2CCCCC2)c2sc(=S)n(C)c2n1 was read as IL-1B inflam inh 47, HT1080 IDH1KD tx 6%, GLP1R ag 14%, KB-V1 cytotox -4%, SW480 rereplic -3%, DRD3 agonist -5, HT1080NT lethal 5%, DRD3 antagonist -20 and KB-3-1 tox 2%.
Screening CC(C)N(Cc1cc2ccccc2[nH]c1=O)C(=O)c1cccc([N+](=O)[O-])c1 returned IL-1B inflam inh -11, HT1080 IDH1KD tx 5%, GLP1R ag 11%, KB-V1 cytotox 0%, SW480 rereplic 7%, DRD3 agonist 3, HT1080NT lethal inconclusive, DRD3 antagonist 11 and KB-3-1 tox 18%.
Screening O=C(NCCN1CCN(C(=O)c2cccc([N+](=O)[O-])c2)CC1)C(=O)NCc1ccc(Cl)cc1 returned IL-1B inflam inh -12, HT1080 IDH1KD tx 21%, GLP1R ag 0%, KB-V1 cytotox -5%, SW480 rereplic -2%, DRD3 agonist -8, HT1080NT lethal 0%, DRD3 antagonist 17 and KB-3-1 tox 9%.
For CCn1c(=O)c(C(=O)NCCCc2ccccc2)c(O)c2ccccc21 the results were IL-1B inflam inh 14, HT1080 IDH1KD tx 12%, GLP1R ag 10%, KB-V1 cytotox -2%, SW480 rereplic -9%, DRD3 agonist 11, HT1080NT lethal 5%, DRD3 antagonist 9 and KB-3-1 tox -1%.
For Cc1cc(C)cc(C(=O)/C=C2\NC(=O)CS2)c1 the results were IL-1B inflam inh -12, HT1080 IDH1KD tx 0%, GLP1R ag 0%, KB-V1 cytotox 0%, SW480 rereplic -9%, DRD3 agonist -6, HT1080NT lethal -3%, DRD3 antagonist -23 and KB-3-1 tox -14%.
`CCN(CC)C(=O)c1ccc(Oc2ccc([N+](=O)[O-])cc2Cl)cc1` gave IL-1B inflam inh -8, HT1080 IDH1KD tx -12%, GLP1R ag 8%, KB-V1 cytotox inconclusive, SW480 rereplic 0%, DRD3 agonist -7, HT1080NT lethal -1%, DRD3 antagonist -24 and KB-3-1 tox -3%.
`Cc1cc(C(=O)NNC(=O)CCC2CCCCC2)c(C)o1` gave IL-1B inflam inh -2, HT1080 IDH1KD tx 10%, GLP1R ag 6%, KB-V1 cytotox inconclusive, SW480 rereplic -3%, DRD3 agonist -4, HT1080NT lethal 14%, DRD3 antagonist 21 and KB-3-1 tox 8%.
`CCCC(C(=O)NCCc1ccc(S(N)(=O)=O)cc1)c1ccccc1` (configuration not stated) gave IL-1B inflam inh 7, HT1080 IDH1KD tx 1%, GLP1R ag 5%, KB-V1 cytotox 26%, SW480 rereplic -12%, DRD3 agonist 2, HT1080NT lethal 6%, DRD3 antagonist 10 and KB-3-1 tox -3%.
For Cc1cc(C(=O)CCC(=O)Nc2ncccc2O)c(C)s1 the results were IL-1B inflam inh -2, HT1080 IDH1KD tx 9%, GLP1R ag 2%, KB-V1 cytotox 3%, SW480 rereplic -36%[inhibitor], DRD3 agonist -5, HT1080NT lethal 13%, DRD3 antagonist 6 and KB-3-1 tox -2%.
For O=C(Cc1ccc(Cl)cc1Cl)NCc1cccnc1 the results were IL-1B inflam inh 29, HT1080 IDH1KD tx 7%, GLP1R ag 13%, KB-V1 cytotox 20%, SW480 rereplic inconclusive, DRD3 agonist -1, HT1080NT lethal 1%, DRD3 antagonist 6 and KB-3-1 tox -1%.
Screening CCNC(=O)CC1C(=O)N(c2ccccc2)C(=O)N1CCOC (configuration not stated) returned IL-1B inflam inh -10, HT1080 IDH1KD tx -4%, GLP1R ag 0%, KB-V1 cytotox 0%, SW480 rereplic -4%, DRD3 agonist -8, HT1080NT lethal 16%, DRD3 antagonist -11 and KB-3-1 tox -9%.
COc1cccc(/C=C/C(=O)OCC(=O)NC2CCCC2)c1 was read as IL-1B inflam inh -25, HT1080 IDH1KD tx 0%, GLP1R ag 12%, KB-V1 cytotox inconclusive, DRD3 agonist 2, HT1080NT lethal 2%, DRD3 antagonist 7 and KB-3-1 tox -2%.
Screening O=C(Cc1ccccc1)Nc1cccc(N2CCCC2)c1 returned IL-1B inflam inh 2, HT1080 IDH1KD tx 0%, GLP1R ag 0%, KB-V1 cytotox -50%, SW480 rereplic 3%, DRD3 agonist -11, HT1080NT lethal 10%, DRD3 antagonist -19 and KB-3-1 tox inconclusive.
CCOc1ccc(C(=O)Nc2c3c(nn2-c2ccc(C)cc2)CS(=O)C3)cc1OCC (configuration not stated) was read as IL-1B inflam inh -9, HT1080 IDH1KD tx 10%, GLP1R ag 3%, KB-V1 cytotox -7%, SW480 rereplic -2%, DRD3 agonist 1, HT1080NT lethal 9%, DRD3 antagonist -2 and KB-3-1 tox 0%.
